# RGS4 inh = Inhibitors of Regulator of G Protein Signaling (RGS) 4: qHTS. Potency, µM (highest dose often 114 µM), for the others: at the highest dose activity change, negative = inhibition, hits mostly inhibitors. AID 504845, 2011. Transcreener GDP fluorescence polarization, RGS4-accelerated GTP hydrolysis. actives 0.039% (n = 390,000); further: potency means the concentration at half of the fitted maximal effect; on the % scale 0 is the no-effect control and ±100 the full control effect; nearly all actives have a fitted effect of over 75% in size; some results filed as inactive show a strong effect at the top dose
# Target sequence (P49798 whole entry, looked up): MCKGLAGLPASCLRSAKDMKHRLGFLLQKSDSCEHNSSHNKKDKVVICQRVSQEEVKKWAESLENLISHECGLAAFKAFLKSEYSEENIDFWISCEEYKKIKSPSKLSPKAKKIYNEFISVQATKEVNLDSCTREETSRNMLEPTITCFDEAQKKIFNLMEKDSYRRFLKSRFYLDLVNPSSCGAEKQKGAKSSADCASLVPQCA
#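 MLSMR compounds (23 nl, pin-transferred) preincubated 10 min at room temperature with a 500nM (2x) first reagent, then RGS4 at 900nM (2x) plus Transcreener GDP mix added; fluorescence polarization (620/688 nm) read before and after 90 min at 30 °C.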
# 12-LOX inh = Primary qHTS assay for inhibitors of human arachidonate 12S-lipoxygenase (ALOX12): Round 2; Polyunsaturated fatty acid lipoxygenase ALOX12 (Homo sapiens), P18054; purified 12hLO, xylenol orange hydroperoxide absorbance; Potency, µM (series often up to 108 µM), without a hit: top-dose activity change, negative = inhibition, hits mostly inhibitors; actives 1.1% (n = 580,000); further: potency means the concentration at half of the fitted maximal effect; on the % scale 0 is the no-effect control and ±100 the full control effect
#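 Purified human 12hLO at 150 nM in 25 mM Hepes, 0.01% Triton X-100, pH 7.0, preincubated 15 min at room temperature with compound. Reaction started with 40 uM arachidonic acid, 30 min at room temperature. Hydroperoxide measured by Fe-xylenol orange, 573/405 nm absorbance ratio.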
# ERG Ets-DNA blk = qHTS for Small Molecule Inhibitors of the ERG Ets/DNA interaction. Transcriptional regulator ERG (Homo sapiens), P11308. fluorescence polarization, His-ERG Ets domain / labelled DNA. Potency, µM (titrated, usually from 76.9 µM), for inactives: at the top dose FP activity, negative = inhibition, actives largely listed as inhibitors. actives 0.028% (n = 370,000); active means well fitted inhibition curve with a large enough effect in the polarisation, with a control signal flat; inconclusive means small, poorly fitted or top-dose-only effect, or effect the other way, or a change in a side signal; inactive means no such curve, though single readings can be large or run the other way; the % refers to the polarisation;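 further: polarization taken with two DNA probes labelled with fluorescein and Texas red; potency means the concentration at half of the fitted maximal effect; % of control where 0% means no effect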
#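 His-tagged ERG Ets domain (1 uM in the protein solution; 300mM KCl, 50mM Tris-HCl, 1mM EDTA, 1mM DTT, pH 7.5) received compound, then a probe mix of 5 nM fluorescein-DNA and 100nM Texas-615-DNA. Fluorescence polarization was read for both dyes.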
# HP1b binding inh = HTS for Inhibitors of HP1-beta Chromodomain Interactions with Methylated Histone Tails. actives 0.56% (n = 390,000). AlphaScreen HP1-beta / biotin-H3K9me3 peptide binding. Chromobox protein homolog 1 (Homo sapiens), P83916. Potency, µM (doses to about 114 µM), without a hit: at the top dose activity change, negative = inhibition, hits mostly inhibitors; further: potency means the concentration at half of the fitted maximal effect; nearly all actives have a fitted effect of over 70% in size; inactives centre near 23
# Target sequence (P83916 whole entry, looked up): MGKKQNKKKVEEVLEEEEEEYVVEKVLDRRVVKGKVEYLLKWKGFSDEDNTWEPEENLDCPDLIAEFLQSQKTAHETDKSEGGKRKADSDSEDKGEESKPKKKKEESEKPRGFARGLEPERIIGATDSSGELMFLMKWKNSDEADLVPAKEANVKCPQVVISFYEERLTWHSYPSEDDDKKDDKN
#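 HP1-beta protein (50 nM final) preincubated 30 min at room temperature with biotinylated H3(1-18)K9me3 peptide (50 nM) in PBS pH 7.4, 0.01% Tween-20, then compound added for 30 min. AlphaScreen streptavidin donor/nickel chelate acceptor beads (10 ug/mL final), 30 min dark, luminescence read.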
# GLS inh = qHTS for Inhibitors of Glutaminase (GLS); AID 624170, 2012; actives 0.21% (n = 410,000); Glutaminase kidney isoform, mitochondrial (Homo sapiens), O94925; Potency, µM (doses to about 45.5 µM), without a hit: at the top dose activity change, negative = inhibition, usual class: inhibitors; GLS enzymatic activity, qHTS titration; further: potency means the concentration at half of the fitted maximal effect; on the % scale 0 is the no-effect control and ±100 the full control effect
#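 hKGA in 45 mM KH2PO4 (pH 8.2), 0.02% Tween-20 with compound, then 1mM L-Glutamine (stock as added) plus glutamate oxidase/HRP/Amplex red coupling mix. Fluorescence read initially and after 30 min at RT; signal change reflects glutamate formation.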
# BAZ2B inh = qHTS Assay for Inhibitors of BAZ2B | Bromodomain adjacent to zinc finger domain protein 2B (Homo sapiens), Q9UIF8 | AlphaScreen BAZ2B-H3K14Ac peptide displacement | Potency, µM (series often up to 114 µM), for the others: top-dose activity change, negative = inhibition, actives largely listed as inhibitors | actives 4.4% (n = 360,000); further: potency means the concentration at half of the fitted maximal effect; on the % scale 0 is the no-effect control and ±100 the full control effect; nearly all actives have a fitted effect of over 60% in size
#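 Compounds, titrated to a top concentration of 110 uM, were incubated 30 min at room temperature with preformed BAZ2B/acetyl-K14 H3 peptide complex (50 nM each). Proximity signal was measured by AlphaScreen after 20 min with beads.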
# G9a block = qHTS Assay for Inhibitors of Histone Lysine Methyltransferase G9a; actives 8.8% (n = 350,000); Histone-lysine N-methyltransferase EHMT2 (Homo sapiens), Q96KQ7; G9a H3K9 monomethylation, AlphaScreen, 2 h; Potency, µM (doses to about 102 µM), without a hit: top-dose activity, negative = inhibition, actives largely listed as inhibitors; AID 504332, 2011; further: potency means the concentration at half of the fitted maximal effect; on the % scale 0 is the no-effect control and ±100 the full control effect; nearly all actives have a fitted effect of over 75% in size
#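 Step 1: enzyme (final 20 nM) with compound, 15 min RT. Step 2: substrate peptide 500 nM and SAM 20 uM, 2 h RT. Step 3: anti-H3K9me1 antibody and AlphaScreen beads, 10 min, then plate read.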
# PI4K2A block = qHTS for small molecular inhibitors of PI4K2A; Phosphatidylinositol 4-kinase type 2-alpha (Homo sapiens), Q9BTU6; purified PI4K2A, ADP-Glo luminescence, 1 h; stronger effect = lower value; activity change, negative = inhibition, % at 76.9 µM; actives 0.13% (n = 420,000); AID 1346378, 2018; in the data active means activity change below about -50%; inconclusive means mostly about -30% to -49%;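 further: -100% = wells without enzyme as full effect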
# Target sequence (Q9BTU6 whole entry, looked up): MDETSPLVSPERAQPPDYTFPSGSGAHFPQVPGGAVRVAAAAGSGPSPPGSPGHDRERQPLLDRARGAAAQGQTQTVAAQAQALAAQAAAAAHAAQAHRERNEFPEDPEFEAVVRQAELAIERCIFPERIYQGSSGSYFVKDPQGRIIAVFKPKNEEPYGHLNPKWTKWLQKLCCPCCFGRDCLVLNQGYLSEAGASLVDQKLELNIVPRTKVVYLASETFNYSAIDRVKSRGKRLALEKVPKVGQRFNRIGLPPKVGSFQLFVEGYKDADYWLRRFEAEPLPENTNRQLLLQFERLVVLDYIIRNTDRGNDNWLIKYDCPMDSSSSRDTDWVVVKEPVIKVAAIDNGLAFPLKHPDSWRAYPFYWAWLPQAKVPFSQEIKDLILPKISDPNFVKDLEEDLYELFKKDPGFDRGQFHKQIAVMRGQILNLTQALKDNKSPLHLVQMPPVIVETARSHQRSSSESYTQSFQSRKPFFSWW
#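 ADP-Glo luminescence measured ADP generated by PI4K2A enzyme (4 ug/mL before mixing) with 1.2 mM PI substrate (pre-mix) and 300 microM ATP (pre-mix). Tris pH7.5 buffer with MgCl2, Triton X-100; 1 h reaction at ambient temperature.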
# JMJD2A Tudor inh = qHTS Assay for Inhibitors of JMJD2A-Tudor Domain. AID 504339, 2011. Potency, µM (titrated, usually from 114 µM), without a hit: top-dose activity change, negative = inhibition, most hits filed as inhibitors. AlphaScreen JMJD2A-Tudor / H3K4me3 peptide binding. actives 4.4% (n = 390,000). Lysine-specific demethylase 4A (Homo sapiens), O75164; further: potency means the concentration at half of the fitted maximal effect; on the % scale 0 is the no-effect control and ±100 the full control effect; nearly all actives have a fitted effect of over 50% in size
# Starred values were filed as active, the others as inactive; ? = inconclusive; . = not tested or not shown; & = joins results of further samples; [ ] = remark or other dose. Unless noted, the call rests on the fitted dose curve; in most records, active means well fitted curve in the direction sought with a large enough effect; inconclusive means small, poorly fitted or top-dose-only effect, or another doubt; inactive means no such curve, though single readings can be large; an effect the other way counts as inactive or inconclusive. An excerpt (hit frequency here may not be typical).
SMILES,RGS4 inh,JMJD2A Tudor inh,12-LOX inh,HP1b binding inh,G9a block,GLS inh,PI4K2A block,ERG Ets-DNA blk,BAZ2B inh
CCN(CC)c1ccc2c(Nc3ccccc3)c(C=O)c(=O)oc2c1,-9%,-36%,1%,9%,8%,13%,2,5%,-28%
COc1cccc(OC)c1C(=O)Nc1ccc(NC(=O)c2ccco2)cc1,17%,-22%,-16%,17%,4%,5%,-4,-8%,5%
COCC(C)NC(=O)CCSc1nc(-c2ccc(OC)cc2)cc(C(F)(F)F)n1 (stereo unspecified),-1%,-3%,-2%,32%,15%[59 µM],-7%,-2,-1%,10%
O=C(Nc1ccc(F)c(F)c1)C1CCN(S(=O)(=O)c2cccs2)CC1,6%,-5%,?,20%,-4%[2.33 µM],3%,-1,-5%,3%
CCOC(=O)C1CCN(S(=O)(=O)c2ccc(CNC(=O)c3ccccc3)s2)CC1,27%,-5%,-29%,9%,37%[0.501 µM],1%,-4,-4%,2%
Cc1ccc(-c2cnc(NC(=O)CCC(=O)N(C)Cc3ccccc3)n2C)cc1,21%,?,0%,-11%,-4%[12.7 µM],10%,0,7%,?
CCOC(=O)CN(c1cc([N+](=O)[O-])ccc1OC)S(C)(=O)=O,11%,-16%[11.4 µM],-26%,16%,.,12%,1,8%,0%
CC(NC(=O)/C(=C/c1ccc2c(c1)OCO2)NC(=O)c1cccc([N+](=O)[O-])c1)C(=O)O (stereo unspecified),12%,?,-8%,14%,14%,17%,6,2%,-10%
O=C(C1=C[C@H](C2CC2)C[C@H](OCCCCO)O1)N1CCOCC1,32%,-10%,-1%,14%,1%[59 µM],1%,2,-3%,2%
Cc1nc(-c2ccccn2)sc1C(=O)O,-2%,-11%[57.1 µM],-30%,36%,-5%,5%,-15,0%,?
Cc1nnc(SCC(=O)NC2CC2)s1,1%,-17%,386%[activator],18%,3%,?,6,0%,-5%
CCOC(=O)C1CCN(C(=O)CNC(=O)Cn2c(C)cc3ccccc3c2=O)CC1,15%,-9%,-1%,-1%,9%,-1%,3,-7%,5%
NC(=O)C1=C[C@@H](c2ccccc2)C[C@@H](OCc2ccc(CO)cc2)O1,-4%,-15%,-9%,46%[activator],?,-3%,-4,4%,-7%
CN(C)C(=O)CSCc1c(Cl)cccc1Cl,17%,0%,0%,7%,15%[59 µM],8%,-1,-7%,8%
COc1ccc(N2CCN(C(=O)Nc3cccc(C(F)(F)F)c3)CC2)cc1,-19%&21%,?,?,-11%&-11%,13µM*,14%&39%,1&-1,-10%&-11%,?
CCCCC(CC)Cn1c(N)c(C#N)c2nc3ccccc3nc21 (stereo unspecified),-4%,12%,?,58%[activator],1%,0%,-2,.,5%
O=S1(=O)CCS(=O)(=O)C1c1ccccc1,-19%,-2%,0%,40%[activator],.,-10%,3,-7%,.
CC(N1CCOC1=O)S(=O)(=O)c1ccccc1 (stereo unspecified),6%,-11%,35µM*,58%,?,11%,4,-5%,50µM*
Cc1c(C)n(C)c2ccc(C(=O)N3CCN(c4ccccc4)CC3)cc12,11%&-15%,35µM*,18%&-23%,?,45µM*,16%&1%,-1&1,4%&-12%,40µM*
Cc1ccc(-n2c(=O)c3c(C)c(C(=O)N(C)C)sc3n(CC(=O)C(C)(C)C)c2=O)cc1C,-41%,-26%,-15%,36%,5%[59 µM],4%,-4,8%,-1%
Cc1cc(NC(=O)CCCC(=O)N(CC(=O)NC2CCCCC2)c2ccccc2)no1,14%,0%,25%,34%,13%[59 µM],-14%,-1,-5%,.
CC1CCC2(CC1)NC(=O)N(NC(=O)c1cccc(N(C)C)c1)C2=O (stereo unspecified),3%,-20%,0%,32%,21%[2.33 µM],19%,-1,-4%,2%
CCC(=O)c1ccc(N2CCN(C(=O)c3ccccc3Br)CC2)c(F)c1,-7%,-16%,-1%,25%,7%,-14%,-4,-15%,-23%
CC(C)N1C(=O)c2ccccc2N(Cc2ccccc2)S1(=O)=O,-19%,57%[activator],?,91%[activator],.,1%,-25,-1%,58%[activator]
COc1cccc(NS(=O)(=O)c2nc3nc(C)cc(C)n3n2)c1,1%,-14%,455%[activator],32%,-2%,0%,2,-10%,-6%
N#CCC(=O)Nc1ccc(C(=O)NNC(=O)c2ccccc2-n2cccc2)cc1,-10%,-24%,-5%,31%,12%[12.7 µM],22%,1,-10%,-8%
Cc1cc(C)c2oc(C(=O)Nc3ccc(S(=O)(=O)N4CCCCC4)cc3)cc(=O)c2c1,-7%,-10%,-18%,21%,-27%[59 µM],2%,1,-2%,-6%
O=C(Cc1ccccc1)NN1C(=O)C2C3C=CC([C@@H]2C1=O)C31CC1 (stereo partly specified),8%,-3%,-17%,39%[activator],13%[59 µM],-10%,4,-8%,-2%
O=C(Cn1cc(C(=O)C2CC2)c2ccccc21)Nc1ccc(F)cc1,-4%,0%,-2%,14%,17%[59 µM],-2%,-1,4%,2%
CC(O/N=C/c1ccccc1OC(F)F)C(=O)Nc1cccc(S(=O)(=O)N2CCOCC2)c1 (stereo unspecified),-24%,-27%,3%,11%,-12%[59 µM],1%,-2,.,3%
O=C(CC1(O)C(=O)N(CCc2ccccc2)c2ccccc21)c1ccco1 (stereo unspecified),-12%,1%,350%[activator],24%,15%,-6%,10,-8%,5%
CCOc1cccc(C(=O)NC(=S)Nc2ccc(Cl)cc2C(=O)O)c1,?,?,?,?,40µM*,-29%,2,-3%,-7%
COc1cc(NC(=O)C2=COCCO2)c(OC)cc1Cl,-32%,-2%,-1%,9%,-15%,-3%,4,-2%,5%
Cc1ccc(C(=O)NC(NC(=O)c2ccc(C)cc2)C(Cl)Cl)cc1,-39%,-2%,5%,21%,5%[59 µM],5%,0,-6%,-1%
COc1ccc(NC(=O)CN(C)S(=O)(=O)c2ccc(C(=O)N3CCOCC3)s2)cc1,20%,-7%,-19%,17%,18%[59 µM],1%,0,7%,-3%
Cc1ccc(S(=O)(=O)N(CC(=O)NCc2ccccc2)C(=O)N2CCN(C)CC2)cc1,6%,-16%,6%,10%,-48%[2.33 µM],0%,-10,-5%,8%
CC(=O)Nc1cc(NC(C)=O)cc(C(=O)OCC(=O)N(c2ccccc2)C2CCS(=O)(=O)C2)c1 (stereo unspecified),-18%,-8%,182%[activator],41%[activator],-3%[12.7 µM],-13%,-10,0%,-31%
Cc1ccc(C)c(OCC(=O)Nc2cc(C)on2)c1,14%,-5%,0%[57.4 µM],36%[activator],26%,1%,-5,8%,-5%
Cc1ccc2[nH]c(=O)c(CN(C(=O)c3cccc([N+](=O)[O-])c3)C(C)(C)C)cc2c1,9%,-6%,0%,37%,-1%,-8%,5,-7%,-18%
CC(C)(C)n1nnnc1CN1CCSCC1,12%[11.4 µM],2%[57.1 µM],?,23%,?,0%,2,0%,-2%
CCOC(=O)c1c(NC(=S)Nc2ccc(F)cc2)sc2c1CCC2,-36%,-24%,-31%,11%,-21%,-1%,-4,-9%,-2%
C/C(=N\Nc1cc(N2CCOCC2)nc(C)n1)c1ccc(F)cc1,-28%,-26%,-10%,24%,-6%[0.501 µM],3%,1,-3%,-5%
Cc1ccc(C)c(N2CCN(C(=O)c3cc(S(=O)(=O)N4CCCC4)cn3C)CC2)c1,35%&-11%,-30%&-8%,8%&-13%,-16%&42%,-1%,7%&4%,-22&-6,12%&-1%,-36%&3%

# Reprinted at random: 3 records from the list.
SMILES,RGS4 inh,JMJD2A Tudor inh,12-LOX inh,HP1b binding inh,G9a block,GLS inh,PI4K2A block,ERG Ets-DNA blk,BAZ2B inh
COc1cc(NC(=O)C2=COCCO2)c(OC)cc1Cl,-32%,-2%,-1%,9%,-15%,-3%,4,-2%,5%
CC(=O)Nc1cc(NC(C)=O)cc(C(=O)OCC(=O)N(c2ccccc2)C2CCS(=O)(=O)C2)c1 (stereo unspecified),-18%,-8%,182%[activator],41%[activator],-3%[12.7 µM],-13%,-10,0%,-31%
Cc1ccc(C)c(OCC(=O)Nc2cc(C)on2)c1,14%,-5%,0%[57.4 µM],36%[activator],26%,1%,-5,8%,-5%

# Screening results: PubChem BioAssay, National Center for Advancing Translational Sciences (NCATS)
